# MBNL1 CUG block: inhibitors of human MBNL1 binding to CUG repeat RNA; TR-FRET MBNL1-His/biotin-(CUG)12 binding, 665/545 ratio; Q9NR56; hit rate 0.036% among 280,000; Potency, µM (series often up to 57.5 µM), without a hit: top-dose activity change, negative = inhibition, hits mostly inhibitors; AID 2675; active = well fitted inhibition curve with a large enough effect in the signal ratio, with a control signal flat, not every such curve was filed as active; inconclusive = small, poorly fitted or top-dose-only effect, or effect the other way, or a change in a side signal; inactive = no such curve, though single readings can be large or run the other way; the % refers to the signal ratio; also: potency is read from the fitted curve at half-maximal effect; % is scaled to controls: 0 for no effect and ±100 for the full control effect
#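 TR-FRET between His-tagged MBNL1 and biotin-(CUG)12 RNA, detected with Tb anti-His antibody (0.055 ng/ul) and streptavidin-XL665 (5 nM), 60 min at room temperature. Compounds titrated 92 nM to 58 uM; 665/545 nm ratio normalized to buffer and complex controls.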
# a7 integrin act: activators of alpha7 integrin expression for muscular dystrophy; alpha7betagal myoblasts, beta-gal FDG fluorescence, 48 h; hit rate 0.064% among 350,000; Potency, µM (highest dose often 38.3 µM), without a hit: top-dose activation, most hits filed as activators;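 also: potency is read from the fitted curve at half-maximal effect; 100% = response of the positive control SU9516; nearly all actives have a fitted effect of over 60% in size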
#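 Alpha7betagal+/- myoblasts (passage 13) were plated 16-24 hr, then exposed to compounds (1:260 dilution of DMSO stock) for 48 hours at 37C. After MPER lysis, β-galactosidase reporter activity was read as FDG fluorescence (ex 480/em 540) after 30 minutes.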
# MLL CXXC-DNA inh: MLL CXXC-DNA interaction inhibition; hit rate 0.037% among 290,000; Potency, µM (top dose mostly 115 µM), without a hit: at the top dose activity change, negative = inhibition, hits mostly inhibitors; Q03164; AID 2662; MLL-CXXC / FITC-HOXA9 DNA fluorescence polarization; active = well fitted inhibition curve with a large enough effect in the polarisation, with a control signal flat, not every such curve was filed as active; inconclusive = small, poorly fitted or top-dose-only effect, or effect the other way, or a change in a side signal; inactive = no such curve, though single readings can be large or run the other way; the % refers to the polarisation; also: potency is read from the fitted curve at half-maximal effect
#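 Steps: dispense CXXC domain solution (7 uM) → pin compounds or unlabeled HOX-A9 DNA control → 5 min ambient → add FLSN-HOX-A9 solution (50 nM) → spin → 30 min ambient → fluorescence polarization. Tris pH 7.5/NaCl/DTT/BSA buffer.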
# Mito fusion yeast: inhibitors of mitochondrial division or activators of mitochondrial fusion; S. cerevisiae fusion-defective mutant growth rescue, CellTiterGlo 48 h; Potency, µM (highest dose often 46.1 µM), for inactives: top-dose growth rescue (activation), actives largely listed as activators; hit rate 0.23% among 320,000; AID 485298;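 also: potency is read from the fitted curve at half-maximal effect; % of control where 0% means no effect; nearly all actives have a fitted effect of over 45% in size; temperature-sensitive fusion mutants such as fzo1-1 at 37 °C on non-fermentable ethanol glycerol medium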
#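 Growth-rescue viability read-out: after 48 h at the non-permissive 37C in glycerol/ethanol YPEG, yeast mitochondrial fusion mutants are measured by CellTiterGlo luminescence; compounds (23 nl pinned per well) restoring growth score as division inhibitors or fusion activators.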
# ASM inhibitor: blocks human secretory acid sphingomyelinase. P17405. placental ASM, HMU-PC fluorogenic substrate, 60 min. Potency, µM (titrated, usually from 57.5 µM), without a hit: at the top dose activity change, negative = inhibition, actives largely listed as inhibitors. hit rate 0.006% among 340,000. AID 504937; also: potency is read from the fitted curve at half-maximal effect
#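 Fluorescence read-out (Ex 386 nm, Em 447 nm) after stopping the reaction at pH 10. Enzyme: ASM from human placenta; substrate HMU-PC0, 9 uM final; 60 min, 37 °C. Compound preincubation 10 min, ambient temperature.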
# TSG101-PTAP inh: blocks PTAP/TSG101 interaction to inhibit HIV-1 budding; Fluorescence polarization, FITC-PTAP peptide / Tsg101 binding; Potency, µM (doses to about 115 µM), inactives show at the highest dose activity change, negative = inhibition, most hits filed as inhibitors; 340,000 tested, under 10 active; active = well fitted inhibition curve with a large enough effect in the main read-out, with a control signal flat, not every such curve was filed as active; inconclusive = small, poorly fitted or top-dose-only effect, or effect the other way, or a change in a side signal; inactive = no such curve, though single readings can be large or run the other way; also: potency is read from the fitted curve at half-maximal effect; % of control where 0% means no effect
# Target sequence (Q99816 whole entry, looked up): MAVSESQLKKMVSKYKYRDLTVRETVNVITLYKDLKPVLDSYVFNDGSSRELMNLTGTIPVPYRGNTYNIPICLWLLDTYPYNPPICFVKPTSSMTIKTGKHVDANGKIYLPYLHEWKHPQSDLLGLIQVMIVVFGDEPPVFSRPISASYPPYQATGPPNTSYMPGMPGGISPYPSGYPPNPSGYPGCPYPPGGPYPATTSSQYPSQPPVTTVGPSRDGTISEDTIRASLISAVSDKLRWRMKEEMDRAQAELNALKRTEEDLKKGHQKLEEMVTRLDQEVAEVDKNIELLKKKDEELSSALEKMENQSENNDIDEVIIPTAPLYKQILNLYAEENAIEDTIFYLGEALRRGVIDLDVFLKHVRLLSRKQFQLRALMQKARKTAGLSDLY
#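 Tsg101 binding domain (10 uM final) was mixed with compound and a FITC-labeled PTAP peptide (50 nM final) in HEPES pH 7.5 buffer with NaCl, Tween 20, EDTA and TCEP; fluorescence polarization was read after 20 min at r.t.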
# TSHR antagonist: antagonists of human thyroid stimulating hormone receptor | P16473 | AID 504810 | hit rate 0.2% among 330,000 | activity change, negative = inhibition, % at 11.5 µM | TSHR-expressing cells, TSH-stimulated cAMP HTRF, 2 h; hits give low values;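 active = activity change below a set negative limit, meaning inhibition stronger than a set level, cut at about -70% in these data; inconclusive = activity change between two set negative limits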; also: % is scaled to controls: 0 for no effect and ±100 for the full control effect
#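 Freshly harvested TSHR cells receive pin-tooled compound, then EC80 TSH at 4nM final. After 2 hours at 37 deg C, antibody in lysis buffer and cAMP-d2 are added; 30 minutes at ambient temperature precede the HTRF read.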
# AT treatment: candidate therapy for ataxia-telangiectasia | Potency, µM (top dose mostly 57.5 µM), for the others: at the top dose activation, hits mostly activators | AID 485349 | hit rate 0.19% among 320,000 | […] A-T fibroblasts, KAP-1 phosphorylation AlphaLISA; neocarzinostatin DNA damage 30 min before lysis; also: potency is read from the fitted curve at half-maximal effect; % of control where 0% means no effect; nearly all actives have a fitted effect of over 45% in size
#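 hTERT-immortalized A-T patient fibroblasts ([…]), 500 cells/well in OPTI-MEM, 1% FBS, got compounds for 60 min, then NCS for 30 min at 37C. Lysates were then assayed for phospho-KAP-1 by AlphaLISA (anti-pKAP1 donor, anti-KAP1 acceptor beads), 6 hr at 25C.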
# Menin MLL FP TR: menin-MLL binding inhibition, Texas Red mutant peptide; O00255; Menin + Texas Red MLL mutant peptide, fluorescence polarization; Potency, µM (series often up to 61.6 µM), without a hit: at the top dose FP activity change, negative = inhibition, most hits filed as inhibitors; hit rate 0.23% among 270,000; active = well fitted inhibition curve with a large enough effect in the polarisation, with a control signal flat, not every such curve was filed as active; inconclusive = small, poorly fitted or top-dose-only effect, or effect the other way, or a change in a side signal; inactive = no such curve, though single readings can be large or run the other way; the % refers to the polarisation; also: potency is read from the fitted curve at half-maximal effect; % of control where 0% means no effect; many of its hits are not listed in these tables
# Target sequence (O00255 whole entry, looked up): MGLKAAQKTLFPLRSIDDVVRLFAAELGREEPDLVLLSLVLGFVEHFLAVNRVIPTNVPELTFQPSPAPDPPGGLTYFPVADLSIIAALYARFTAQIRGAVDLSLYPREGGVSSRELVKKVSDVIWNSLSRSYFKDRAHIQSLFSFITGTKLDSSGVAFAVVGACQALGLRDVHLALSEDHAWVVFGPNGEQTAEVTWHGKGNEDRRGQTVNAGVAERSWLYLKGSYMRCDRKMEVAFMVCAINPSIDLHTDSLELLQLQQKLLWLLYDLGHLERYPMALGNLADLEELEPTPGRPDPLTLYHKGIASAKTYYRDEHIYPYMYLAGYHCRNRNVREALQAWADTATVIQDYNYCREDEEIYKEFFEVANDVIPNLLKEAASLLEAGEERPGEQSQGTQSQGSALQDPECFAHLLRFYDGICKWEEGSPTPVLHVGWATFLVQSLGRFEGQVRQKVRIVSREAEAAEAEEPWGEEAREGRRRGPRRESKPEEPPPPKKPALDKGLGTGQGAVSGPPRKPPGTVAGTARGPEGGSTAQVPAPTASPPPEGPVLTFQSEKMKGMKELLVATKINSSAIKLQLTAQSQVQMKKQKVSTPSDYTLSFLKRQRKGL
# TCR act: activates T cell receptor signaling; primary human leukocytes, anti-CD3, IL-2 HTRF, 48 h; Potency, µM (highest dose often 9.22 µM), inactives show at the top dose activation of IL-2 secretion, usual class: activators; 330,000 tested, under 10 active; also: % of control where 0% means no effect
#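 IL-2 produced over 48 hr by a-CD3 bead-stimulated primary human leukocytes exposed to compounds was detected with a homogeneous time-resolved FRET immunoassay, 665nm acceptor signal after 320nm excitation.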
# The depositor's hits bear a star; ? = inconclusive; . = not tested or not shown; [ ] = another dose, or the depositor's remark. Unless noted, calls follow the shape of the dose curve; as a rule, active = well fitted curve in the direction sought with a large enough effect; inconclusive = small, poorly fitted or top-dose-only effect, or another doubt; inactive = no such curve, though single readings can be large; an effect the other way counts as inactive or inconclusive.
# Each structure is followed by: MBNL1 CUG block | a7 integrin act | MLL CXXC-DNA inh | Mito fusion yeast | ASM inhibitor | TSG101-PTAP inh | TSHR antagonist | AT treatment | Menin MLL FP TR | TCR act
> COc1ccc(S(=O)(=O)N2CCCCCC2)cc1C(=O)N(C)CC(=O)Nc1ccccc1Cl
    . | 3% | . | -1% | 0% | -1% | 1 | -1% | . | 2%
> Cc1cc(O)c(-c2cc(C(=O)NCCc3ccc(S(N)(=O)=O)cc3)[nH]n2)cc1C
    -10% | -3% | 12% | -3% | -6% | 1% | 3 | 18% | . | 0%
> O=C(COC(=O)CCOc1ccccc1)Nc1cc(S(=O)(=O)N2CCCCC2)ccc1Cl
    . | 17% | . | 20% | -2% | 1% | 0 | -3% | . | 0%
> COCCNC(=O)CN(C(=O)CCC(=O)Nc1ccccn1)c1ccc(F)cc1
    -1% | -9% | 6% | 0% | -1% | -10% | -4 | 14% | -3% | -22%
> CCCOc1ccc(C2C(C(=O)/C=C/c3ccco3)=C(O)C(=O)N2CCN2CCOCC2)cc1OC (centres undefined)
    11% | 4% | -6% | 1% | -1% | -3% | -3 | -4% | 0% | -2%
> CC1CCC2(CC1)NC(=O)N(NC(=O)c1ccc(OC(C)C)cc1)C2=O (centres undefined)
    . | 19% | . | 0% | . | -1% | 13 | 0% | . | 0%
> COC(=O)Cn1ccc2cc(S(=O)(=O)N3CCCCC3)ccc21
    -2% | 22% | -6% | 2% | 0% | 0% | 9 | ? | . | 0%
> COc1cccc(C(=O)NC(C)C(c2cccs2)N2CCOCC2)c1 (centres undefined)
    -3% | 6% | -7% | -5% | 4% | -7% | 0 | 2% | -1% | -1%
> CCn1cc(C(=O)N[C@@H](CC(C)C)C(=O)NCCCn2ccnc2)c(=O)c2cc3c(cc21)OCO3
    2% | -15% | 4% | 2% | 6% | 1% | 2 | 0% | . | -1%
> CC(C)c1ccc(C2NC(=O)NC3=C2CCc2ccccc23)cc1 (centres undefined)
    ? | -8% | 10% | -2% | 9% | -6% | -1 | 6% | ? | -2%
> Oc1c(Br)cc2oc3c(c2c1CNCc1ccccc1)CCCC3
    9% | 3% | 0% | 6% | -6% | 0% | -8 | . | 4% | -6%
> O=C(OCCN1CCOCC1)C(c1ccccc1)c1ccccc1
    7% | 6% | 11% | -23% | 7% | -2% | 6 | 7% | -9% | 0%
> C/C=C\C=C/C(=O)Nc1cccc(C2=NOC3(C2)C[C@@H](C(N)=O)N(C(=O)COc2ccc(Cl)cc2)C3)c1 (some centres undefined)
    9% | -28% | -1% | 22% | -6% | 3% | 9 | 3.2µM* | . | -1%
> CCN(CC)S(=O)(=O)c1cc(NC(=O)C(C)Nc2ccccc2N2CCOCC2)ccc1C (centres undefined)
    0% | 5% | -2% | 8% | -2% | 0% | -7 | -16% | -6% | 0%
> COC(=O)c1ccc(NC(=O)Cn2c([N+](=O)[O-])cnc2C)cc1
    7% | 8% | -9% | 2% | 0% | -5% | 18 | -10% | -7% | 0%
> CCCCOCP(=O)(CC)COCCCC
    3% | 9% | -2% | 1% | 8% | 1% | -7 | 4% | 12% | 0%
> CC1(C)CC(=O)C2=C(C1)NC(=O)CC2c1cccc(F)c1 (centres undefined)
    3% | -15% | -1% | 6% | 10% | 1% | 67 | 15% | . | 4%
> CCCNC(=O)CN(c1ccc(F)c(Cl)c1)S(C)(=O)=O
    -8% | 0% | 1% | -6% | 6% | -4% | -3 | 2% | 0% | -10%
> COc1ccc(-n2cc(CNCCN3CCOC3=O)c(-c3ccccc3Cl)n2)cc1
    7% | -8% | -17% | 3% | 4% | 4% | -4 | 9% | . | -1%
> COc1ccccc1CN1C[C@@H]2C[C@@H](c3ccc(C)cc3)N3CCC[C@@]23C1=O
    20% | 10% | 25% | 4% | 0% | 0% | 12 | -3% | ? | -3%
> Cc1cc(NC(=O)c2cc3nc(C4CC4)cc(C(F)(F)F)n3n2)no1
    5% | -20% | -7% | -1% | 8% | 0% | -13 | 2% | 1% | -6%
> COc1cc(C(=O)N2CCC3(CC2)NCCc2[nH]cnc23)cc(OC)c1OC
    -5% | -8% | 2% | -16% | -1% | -2% | 0 | -3% | . | -9%
> CC1CCCC(C)N1C(=O)COC(=O)c1cc(F)c(F)cc1Cl (centres undefined)
    . | 30% | . | . | 0% | -5% | . | 0% | . | 0%
> COCCNS(=O)(=O)c1ccc2c(c1)oc(=O)c1cc(S(=O)(=O)NCCOC)ccc12
    13% | . | 1% | 0% | . | . | 0 | 0% | 1% | .
> COc1ccc(NCC(=O)n2c(C)c(C)c3ccccc32)cc1
    -2% | -36% | 6% | 14% | 2% | 0% | -17 | -2% | -8% | .
> C=C1C(=O)[C@@]23[C@H](O)C[C@@H]4C(C)(C)CC[C@H](O)[C@@]4(C)[C@@H]2CC[C@@H]1[C@H]3O
    -10% | -5% | -7% | 1% | 1% | -8% | -24 | ? | -10% | 5%
> O=C(N/N=C/c1c[nH]c2ccccc12)c1ccc(Br)cc1
    3% | -3% | 6% | 3% | -15% | -2% | -15 | 4% | ? | -2%
> COC(=O)[C@@]1(Cc2ccc(OC)cc2)[C@H]2c3cc(C(=O)N4CCCC4)n(Cc4c(CO)[nH]cc(C)c4=O)c3C[C@H]2CN1C(=O)c1ccccc1
    . | -12% | . | . | 7% | . | . | . | -25% | 12%
> CCc1noc(C)c1C(=O)NNC(=O)c1ccccc1F
    . | 16% | . | -3% | 5% | -4% | 0 | 1% | . | -15%
> CC(C)c1cc(Nc2cccc(O)c2)cc(C(C)C)c1O
    -5% | . | -7% | -1% | . | . | 6 | -4% | ? | .

# Whole records as entered above. Order of values: MBNL1 CUG block, a7 integrin act, MLL CXXC-DNA inh, Mito fusion yeast, ASM inhibitor, TSG101-PTAP inh, TSHR antagonist, AT treatment, Menin MLL FP TR, TCR act
# Listed for CC1CCCC(C)N1C(=O)COC(=O)c1cc(F)c(F)cc1Cl (centres undefined) = ., 30%, ., ., 0%, -5%, ., 0%, ., 0%
# Listed for CCCNC(=O)CN(c1ccc(F)c(Cl)c1)S(C)(=O)=O = -8%, 0%, 1%, -6%, 6%, -4%, -3, 2%, 0%, -10%
# Listed for O=C(COC(=O)CCOc1ccccc1)Nc1cc(S(=O)(=O)N2CCCCC2)ccc1Cl = ., 17%, ., 20%, -2%, 1%, 0, -3%, ., 0%

# (cont.)
# Each structure is followed by: MBNL1 CUG block | a7 integrin act | MLL CXXC-DNA inh | Mito fusion yeast | ASM inhibitor | TSG101-PTAP inh | TSHR antagonist | AT treatment | Menin MLL FP TR | TCR act
> C[C@H](NC(=O)c1nc[nH]c1C(=O)N(C)Cc1ccccc1)C(=O)OC(C)(C)C
    . | 4% | . | 1% | 12% | . | 3 | 8% | . | -1%
> CC1CCCCN1CCCNc1ccc(C(CC(N)=O)NC(=O)c2ccccc2)cc1[N+](=O)[O-] (centres undefined)
    ? | -6% | -1% | -1% | -5% | -2% | 1 | -13% | -7% | -2%
> Cc1c(Br)c(C(=O)NCc2cc3cc(Cl)ccc3[nH]2)nn1C
    2%[11.5 µM] | -8% | 8% | -13% | ? | -6% | 2 | 1% | ? | 0%[46.1 µM]
> COc1ccc(CCNC(=O)c2cccnc2SC)cc1
    3% | 2% | -5% | -6% | 0% | -5% | -8 | 1% | -6% | 2%
> Cn1c(=O)c2[nH]c(NN=Cc3cccc(Br)c3)nc2n(C)c1=O
    . | ? | . | . | ? | -2% | . | . | . | -6%
> CC(=O)N1CCOc2ccc(S(=O)(=O)NCc3ccc(F)cc3)cc21
    1% | 2% | -1% | 8% | -1% | -1% | -3 | -1% | 10% | 2%
> COc1ccc(CC(=O)Nc2ccc(S(=O)(=O)N(C)C)cc2)cc1OC
    1% | -12% | -6% | -1% | 0% | -5% | -6 | 4% | 15% | 1%
> COc1ccc(C(=O)Nc2ccc3oc(-c4cccc(F)c4)nc3c2)cc1OC
    -3% | 22% | 0% | 2% | -1% | -5% | 25 | 2% | 19% | -9%
> CCOC(=O)C1CCCN(C(=O)CNC(=O)c2ccc(Br)o2)C1 (centres undefined)
    . | -3% | . | . | 0% | -7% | . | 12% | . | 3%

# This is a subset. The share of hits here may be higher or lower than overall.
